Screening results deposited in PubChem by National Center for Advancing Translational Sciences (NCATS).
WRN inhibitor: blocks human WRN helicase; Potency, µM (highest dose often 114 µM), for the others: top-dose activity change, negative = inhibition, most hits filed as inhibitors; WRN helicase unwinding, fluorescent forked duplex, kinetic; actives 0.46% (n = 360,000); Q14191; also: potency is read from the fitted curve at half-maximal effect; % is scaled to controls: 0 for no effect and ±100 for the full control effect; nearly all actives have a fitted effect of over 55% in size
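WRN at 20 nM final was preincubated with compound for 15 min at room temperature; reaction started with 100 nM forked duplex oligonucleotide carrying fluorophore and quencher plus 2 mM ATP (final). Unwinding followed kinetically by red fluorescence (ex 525/em 598 nm).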
PLK1 PBD block: blocks phosphopeptide binding to human PLK1 polo-box domain | P53350 | actives 2.8% (n = 360,000) | Plk1 PBD binding of FITC phosphopeptide, fluorescence polarization | AID 720504 | Potency, µM, inactives show max response, negative = inhibition, actives largely listed as inhibitors; also: potency is read from the fitted curve at half-maximal effect; series mostly up to about 57 µM; % is scaled to controls: 0 for no effect and ±100 for the full control effect; nearly all actives have a fitted effect of over 65% in size
Target sequence (P53350 whole entry, looked up, the tested form may be a part): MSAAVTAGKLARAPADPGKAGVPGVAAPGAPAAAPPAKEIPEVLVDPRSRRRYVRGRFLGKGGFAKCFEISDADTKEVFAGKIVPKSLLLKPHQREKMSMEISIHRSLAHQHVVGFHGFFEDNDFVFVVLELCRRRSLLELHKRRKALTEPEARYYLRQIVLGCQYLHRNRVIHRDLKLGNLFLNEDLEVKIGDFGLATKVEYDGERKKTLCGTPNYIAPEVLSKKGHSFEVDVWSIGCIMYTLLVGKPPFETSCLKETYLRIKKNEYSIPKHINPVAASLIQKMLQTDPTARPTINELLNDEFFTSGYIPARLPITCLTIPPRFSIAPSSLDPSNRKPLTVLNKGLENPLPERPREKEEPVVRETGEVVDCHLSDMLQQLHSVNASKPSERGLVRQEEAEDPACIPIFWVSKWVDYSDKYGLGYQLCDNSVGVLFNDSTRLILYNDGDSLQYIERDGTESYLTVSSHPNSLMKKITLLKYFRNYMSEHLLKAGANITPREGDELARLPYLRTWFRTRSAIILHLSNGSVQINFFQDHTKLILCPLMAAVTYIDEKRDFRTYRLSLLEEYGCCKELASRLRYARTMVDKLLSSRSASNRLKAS
FUS suppressor: FUS proteinopathy suppression in yeast. S. cerevisiae FUS-expressing, growth rescue, OD600, 24 h. Potency, µM (top dose mostly 76.6 µM), inactives show top-dose growth rescue (activation), hits mostly activators. actives 0.24% (n = 390,000);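 also: potency is read from the fitted curve at half-maximal effect; plate controls were DMSO vehicle for no effect and reference control for full effect; nearly all actives have a fitted effect of over 55% in size; some results filed as inactive show a strong effect at the top dose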
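Quantitative HTS measuring growth restoration of FUS-toxic yeast. Galactose-induced cells (OD 0.005) were exposed 24hr at 30C to compounds at several concentrations, then absorbance at 600 nm was recorded.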
EPAC1 antagonist: EPAC1 (human) antagonism; EPAC1 GEF assay, Rap1b-BODIPY-GDP exchange fluorescence; actives 0.14% (n = 360,000); Potency, µM (highest dose often 115 µM), without a hit: at the top dose activity change, negative = inhibition, hits mostly inhibitors; AID 720709;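 also: potency is read from the fitted curve at half-maximal effect; plate controls were vehicle for no effect and positive control for full effect; nearly all actives have a fitted effect of over 50% in size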
PI5P4Ka inh: blocks human PI5P4K alpha kinase activity. PI5P4Kalpha enzyme, ADP-Glo luminescence, 60 min; stronger effect = lower value. max response, %. actives 1.2% (n = 330,000). AID 652105; active = max response of -50% or lower; inconclusive = between -30% and -50%; inactive = -30% or higher; also: value at the top dose of about 77 µM; % is scaled to controls: 0 for no effect and ±100 for the full control effect
Target sequence (P48426 whole entry, looked up): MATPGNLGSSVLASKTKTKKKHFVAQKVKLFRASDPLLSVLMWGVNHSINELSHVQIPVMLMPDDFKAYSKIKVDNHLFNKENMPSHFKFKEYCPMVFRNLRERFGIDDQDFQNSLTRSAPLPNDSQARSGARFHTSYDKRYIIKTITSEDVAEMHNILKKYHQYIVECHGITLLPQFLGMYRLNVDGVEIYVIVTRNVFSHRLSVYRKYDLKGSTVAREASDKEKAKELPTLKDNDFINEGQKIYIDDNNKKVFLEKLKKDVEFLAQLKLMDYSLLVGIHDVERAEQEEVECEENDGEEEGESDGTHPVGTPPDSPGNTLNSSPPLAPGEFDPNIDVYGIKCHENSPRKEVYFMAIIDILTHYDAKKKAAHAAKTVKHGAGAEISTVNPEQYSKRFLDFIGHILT
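ADP-Glo luminescence end-point after a 60 min room-temperature kinase reaction. PI5P4Kalpha and substrate in HEPES pH 7.4 buffer with EGTA, 0.1% CHAPS and 5% DMSO; ATP at 5 microM final.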
aSyn yeast inh: alpha-synuclein toxicity inhibition in yeast; Yeast expressing alpha-synuclein, growth rescue, BacTiter-Glo, 24 h; Potency, µM (titrated, usually from 46.1 µM), inactives show top-dose growth rescue (activation), actives largely listed as activators; actives 0.14% (n = 370,000); also: potency is read from the fitted curve at half-maximal effect; % of control where 0% means no effect; nearly all actives have a fitted effect of over 65% in size
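Rescue of yeast growth: cells expressing toxic alpha-synuclein, induced in galactose at OD600 0.02, incubated with compound 24 h at 30 C. ATP luminescence quantified growth; inhibitors of toxicity appear as activators.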
IL2 activator: IL-2 activation; IL-2 activation reporter assay, cell-based qHTS; stimulated with anti-CD3/CD4/CD28 beads; in transgenic mouse T cells; activation, % (series mostly up to about 46 µM); actives 0.065% (n = 360,000); AID 652025; in the data active = activation above about 50%; inconclusive = mostly about 30% to 49%; also: 0% is about no effect
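Using fluorescent plate cytometry, EGFP and DsRed are detected in transgenic mouse T cells stimulated 18 h at 37 degrees C with antibody-coated beads after 60 min compound pretreatment.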
EPAC1 agonist: activates human EPAC1 exchange factor. O95398. EPAC1 agonist qHTS, biochemical assay; response scale: 100% = response to 6.5 mM cAMP. Potency, µM (top dose mostly 154 µM), for inactives: at the highest dose activation, most hits filed as activators. actives 0.073% (n = 360,000). AID 720707; also: potency is read from the fitted curve at half-maximal effect; nearly all actives have a fitted effect of over 60% in size
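Read-out is the fluorescence drop as BODIPY-GDP leaves Rap1B (480 nm excitation, 540 nm emission), recorded every 5 minutes over 30 minutes. Reactions held 100 nM EPAC1, 250 nM Rap1B–BODIPY-GDP and 50 uM GDP, with 6.5 mM cAMP setting full activation.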
Abeta rescue: A-beta toxicity reversal in yeast | yeast expressing A-beta42, growth rescue, OD600, 48 h; response scale: 0% DMSO, 100% iron-clioquinol control | Potency, µM (doses to about 46.1 µM), inactives show top-dose growth rescue, hits mostly activators | actives 0.063% (n = 410,000) | AID 1347071; also: potency is read from the fitted curve at half-maximal effect; nearly all actives have a fitted effect of over 55% in size
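Yeast growth medium received pinned compounds, then yeast cells expressing toxic A-beta were added; plates incubated at 30 C for 48 hr. Growth read as absorbance at 600 nm, normalized to DMSO and equimolar FeCl3 plus clioquinol controls.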
* marks the source's active call; other numbers are inactive results; ? = inconclusive; · = no result given; & = joins results of further samples; [ ] = dose if it differs, or a comment. Unless noted, calls follow the shape of the dose curve; as a rule, active = well fitted curve in the direction sought with a large enough effect; inconclusive = small, poorly fitted or top-dose-only effect, or another doubt; inactive = no such curve, though single readings can be large; an effect the other way counts as inactive or inconclusive.

SMILES	WRN inhibitor	PLK1 PBD block	FUS suppressor	EPAC1 antagonist	PI5P4Ka inh	aSyn yeast inh	IL2 activator	EPAC1 agonist	Abeta rescue
Oc1cccc(-c2nc3c4c(ncn3n2)-c2ccccc2CC42CCCC2)c1	-26%	-2%	5%	-17%	·	-6%	-4.5	20%	-29%
COc1cccc2cc(C(=O)NCc3ccccn3)c(=O)oc12	10%	-3%	-23%	16%	-4	-15%	0.0	3%	5%
C#CC[N+](C)(C)C(C#Cc1ccccc1)CC=C (stereo unspecified)	-17%	-12%	·	?	4	-3%	-2.9	9%	-7%
COc1ccc(OCC(=O)Nc2cccc(-c3nc4ccccc4[nH]3)c2)cc1	-8%	-3%	26%	-12%	·	-16%	0.6	9%	-6%
CCCCNc1c(-c2cccc(SC(C)CC)c2)nc2ccc(Cl)cn12 (stereo unspecified)	-13%&-2%	1%&-10%	4%&28%	5%&-18%	0&11	-26%&-24%	-1.4&-0.8	-12%&-1%	8%&-27%
Cc1ccc(-n2c(-c3ccco3)n[nH]c2=S)cc1	11%	-7%	22%	19%	-3	7%	1.3	-2%	2%
CC(=O)N1CCN(Cc2nc3cc(NC(=O)C4CCCCC4)ccc3n2C)CC1	11%	-4%	26%	9%	·	1%	-0.5	2%	0%
O=C(OCC(=O)N1CCc2ccccc21)C1=COCCO1	-9%	-14%	20%	-16%	4	-1%	0.0	0%	1%
CCN(CC)c1ccc(NC(=O)COC(=O)C23CCC(=O)N2c2ccccc2S3)cc1 (stereo unspecified)	-5%	-15%	33%	-3%	-3	-3%	-0.1	14%	-16%
CCc1nnc(NC(=O)CCC(=O)Nc2ccccc2)s1	3%	-10%	10%	14%	-1	-4%	0.4	4%	0%
NC1=NC[C@H](CC2CCCCC2)N1CCc1cc(C(F)(F)F)cc(C(F)(F)F)c1	-2%	-12%	?	-30%	0	-38%[inhibitor]	-0.9	-11%	-24%
CC1CCN(C(=O)Cn2nnc(-c3ccc([N+](=O)[O-])cc3)n2)CC1	-3%	-1%	-9%	-6%	-4	5%	-0.5	15%	-3%
CCCCN(C1CCS(=O)(=O)C1)S(=O)(=O)c1cc(C)ccc1C (stereo unspecified)	-7%	-8%	-2%	14%	4	0%	-6.5	2%	32%
Cc1cc(=O)[nH]c2c1c(C)nn2C1CCCCC1	-6%	-6%	6%	8%	·	1%	0.6	-1%	8%
CC(NS(=O)(=O)c1ccccc1)c1n[nH]c(=S)n1-c1ccccc1 (stereo unspecified)	4%	-11%	8%	10%	-3	0%	0.5	2%	-12%
CC(=O)N1CCN(C(=O)CCc2nnc(CCCCc3ccccc3)o2)CC1	3%	-8%	3%	-2%	0	1%	0.4	-6%	0%
CCCNC(=O)c1cccc(C(F)(F)F)c1	3%	-6%	5%	14%	·	-3%	-3.1	1%	-5%
CC(=O)Nc1ccc(C(=O)OCC(=O)Nc2ccc(S(=O)(=O)N3CCOCC3)cc2)cc1	-4%	1%	·	-25%	-3	1%	-2.6	-8%	-3%
CC(C)[C@H]1COCCS(=O)(=O)N1Cc1ccccc1-c1ccccc1	-1%	24µM*	16%	-12%	-29	5%	-0.1	-8%	10%
COc1cccc(NC(=O)CN(C)CC(=O)NCC(=O)Nc2ccc(F)cc2)c1	-1%	-1%	7%	-8%	-1	2%	2.9	-5%	5%
O=C1/C(=C/c2ccco2)SC(=S)N1C1CCS(=O)(=O)C1 (stereo unspecified)	-21%	-14%	6%	-28%	?	1%	-1.4	7%	-10%
CCc1ccc(NC(=O)c2ccccc2NC(=O)C2CCCO2)cc1 (stereo unspecified)	-9%	-9%	38%	-7%	·	-5%	-1.4	0%	-15%
N#CC(c1nc2ccccc2nc1OCCO)S(=O)(=O)c1ccccc1 (stereo unspecified)	6%	-20%	14%	-1%	7	6%	0.0	9%	12%
Cc1cc(/C=N/n2cnnc2)c(C)n1-c1cc(Cl)ccc1Cl	-5%	-2%	11%	7%	·	2%	2.9	-9%	-11%
CCN1C(=O)/C(=C2/C=Cc3ccccc3N2C)OC1=S	-2%	-12%	-8%	0%	5	2%	0.7	0%	-7%
Cc1cccc(NC(=O)c2cc([N+](=O)[O-])ccc2NC2CCCCC2)c1	-8%	-7%	·	-16%	-1	-11%	-3.1	1%	0%
NCCCCCc1nnc(SCc2cccc(Cl)c2)o1	7%	-2%	12%	4%	·	-11%	0.4	-2%	23%
COc1ccccc1NCCC(=O)OCC(=O)NC1CCCC(C)C1C (stereo unspecified)	-3%	-6%	17%	-3%	-2	6%	-0.6	-2%	10%
COc1ccc(-c2nc(C#N)c(NCc3ccco3)o2)cc1	-9%	3%	-9%	-4%	3	0%	-4.8	7%	-4%
CCN(C(=O)CCS(=O)(=O)c1cc2c(cc1Cl)NC(=O)CO2)c1ccccc1	-4%	-18%	-7%	-9%	-3	-10%	-1.6	4%	0%
COc1ccc(NC(=O)CSc2n[nH]c(N)n2)c([N+](=O)[O-])c1	-9%	0%	17%	-13%	·	0%	0.2	2%	0%
COc1ccc(C(=O)O)cc1S(=O)(=O)Nc1ccc(Oc2ccccc2)cc1	12%	-6%	32%	7%	-3	-1%[1.84 µM]	0.5	-4%	9%
O=C(CCN1C(=O)c2ccccc2C1=O)NNC(=O)c1ccc(Cl)cc1Cl	-5%	-4%	-3%	-3%	-7	-1%	0.5	-3%	-3%
COc1cccc(N2CCN(C(=O)C3CCN(S(=O)(=O)c4ccc5c(c4)CC(C)N5C(C)=O)CC3)CC2)c1 (stereo unspecified)	1%	-2%	14µM*	-10%	0	7%	0.3	10%	·
COc1ccc(-c2nc3n(c(=O)c2C#N)CCS3)cc1OC	13%	-16%	-14%	-6%	-13	-13%	-1.9	3%	-10%
O=C(c1cc(S(=O)(=O)N2CCOCC2)c(Cl)cc1Cl)N1CCCCC1	-12%	-3%	9%	4%	·	0%	-0.8	2%	8%
Cc1c(CC(=O)N2CCN(C(=O)C3COc4ccccc4O3)CC2)c(=O)oc2cc(O)c(Cl)cc12 (stereo unspecified)	-10%	-5%	?	-9%	-51*	3%	-0.7	8%	10%
O=C1CCCN1CCC1CCCCN1Cc1nc(COc2ccccc2)no1 (stereo unspecified)	5%	?	17%	-3%	-1	0%	3.9	-9%	0%
O=C(COC(=O)c1ccc(O)cc1)NCC1COc2ccccc2O1 (stereo unspecified)	-12%	-9%	·	-21%	2	-1%	-4.7	3%	-5%
O=C1CC(c2ccccc2)n2nc(N3C(=O)CCC3=O)nc2N1 (stereo unspecified)	-1%	-4%	13%	-2%	-2	-6%	-2.8	4%	20%

Entries from the list above that have a CF3 group, in the order listed:
SMILES	WRN inhibitor	PLK1 PBD block	FUS suppressor	EPAC1 antagonist	PI5P4Ka inh	aSyn yeast inh	IL2 activator	EPAC1 agonist	Abeta rescue
NC1=NC[C@H](CC2CCCCC2)N1CCc1cc(C(F)(F)F)cc(C(F)(F)F)c1	-2%	-12%	?	-30%	0	-38%[inhibitor]	-0.9	-11%	-24%
CCCNC(=O)c1cccc(C(F)(F)F)c1	3%	-6%	5%	14%	·	-3%	-3.1	1%	-5%

Continued:
SMILES	WRN inhibitor	PLK1 PBD block	FUS suppressor	EPAC1 antagonist	PI5P4Ka inh	aSyn yeast inh	IL2 activator	EPAC1 agonist	Abeta rescue
COc1cccc(C2c3[nH]c4ccccc4c3C[C@H]3C(=O)N(C)CC(=O)N23)c1 (stereo partly specified)	3%	-1%	11%	6%	-5	-1%	-2.6	5%	-1%
CC(C)CCN1CCC(n2nccc2NC(=O)C2CCOC2)CC1 (stereo unspecified)	1%	?	-23%	2%	2	1%	0.1	3%	5%
c1ccc(Cn2c(Sc3nnnn3-c3ccccc3)nnc2-c2ccccc2)cc1	-8%	-1%&-9%	33%	-5%	·	-2%	-2.7	3%	11%
N#CC1=C2SCCN2C(=O)C(C#N)C12CCCCC2 (stereo unspecified)	7%	-9%	4%	2%	0	-3%	1.1	1%	-3%
O=C(Nc1c2c(nn1-c1ccccc1)CS(=O)C2)c1ccc(S(=O)(=O)N2CCOCC2)cc1 (stereo unspecified)	3%	6%	-14%	-13%	5	?	-1.2	-15%	-5%
CN(O)/C=N/C(=S)Nc1ccc(Cl)cc1Cl	1%	30µM*	-8%	-1%	2	-2%	-0.1	-7%	3%
COc1cc(/C=N/NC(=O)c2ccc(COc3cc(C)ccc3C(C)C)cc2)cc(OC)c1O	-5%[57.1 µM]	-4%	2%	-4%	10	-1%	1.2	11%	-5%

Entries shown so far with an NH in an aromatic ring, in the order listed:
SMILES	WRN inhibitor	PLK1 PBD block	FUS suppressor	EPAC1 antagonist	PI5P4Ka inh	aSyn yeast inh	IL2 activator	EPAC1 agonist	Abeta rescue
COc1ccc(OCC(=O)Nc2cccc(-c3nc4ccccc4[nH]3)c2)cc1	-8%	-3%	26%	-12%	·	-16%	0.6	9%	-6%
Cc1ccc(-n2c(-c3ccco3)n[nH]c2=S)cc1	11%	-7%	22%	19%	-3	7%	1.3	-2%	2%
Cc1cc(=O)[nH]c2c1c(C)nn2C1CCCCC1	-6%	-6%	6%	8%	·	1%	0.6	-1%	8%
CC(NS(=O)(=O)c1ccccc1)c1n[nH]c(=S)n1-c1ccccc1 (stereo unspecified)	4%	-11%	8%	10%	-3	0%	0.5	2%	-12%
COc1ccc(NC(=O)CSc2n[nH]c(N)n2)c([N+](=O)[O-])c1	-9%	0%	17%	-13%	·	0%	0.2	2%	0%
COc1cccc(C2c3[nH]c4ccccc4c3C[C@H]3C(=O)N(C)CC(=O)N23)c1 (stereo partly specified)	3%	-1%	11%	6%	-5	-1%	-2.6	5%	-1%
